FLuc inh: inhibitors of firefly (Photinus pyralis) luciferase. Potency, µM (titrated, usually from 115 µM), without a hit: at the top dose activity change, negative = inhibition, usual class: inhibitors. actives 2.5% (n = 76,000). purified P. pyralis luciferase, luminescence, biochemical; further: potency means the concentration at half of the fitted maximal effect; nearly all actives have a fitted effect of over 65% in size
Target sequence (P08659 whole entry, looked up): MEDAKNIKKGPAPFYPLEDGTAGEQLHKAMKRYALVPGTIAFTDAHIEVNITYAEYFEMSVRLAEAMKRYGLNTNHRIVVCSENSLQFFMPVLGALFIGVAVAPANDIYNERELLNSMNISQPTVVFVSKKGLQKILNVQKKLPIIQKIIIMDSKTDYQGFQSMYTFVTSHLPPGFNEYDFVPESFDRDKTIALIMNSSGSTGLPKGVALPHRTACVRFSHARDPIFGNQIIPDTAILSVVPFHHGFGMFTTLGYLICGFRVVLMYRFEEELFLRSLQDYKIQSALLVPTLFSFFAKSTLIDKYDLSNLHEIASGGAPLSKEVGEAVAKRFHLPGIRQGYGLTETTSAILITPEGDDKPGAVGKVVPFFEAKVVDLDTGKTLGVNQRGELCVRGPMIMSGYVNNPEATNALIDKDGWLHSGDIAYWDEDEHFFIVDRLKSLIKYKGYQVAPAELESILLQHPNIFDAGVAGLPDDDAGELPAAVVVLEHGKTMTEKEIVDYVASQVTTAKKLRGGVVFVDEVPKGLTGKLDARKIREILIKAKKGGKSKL
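Purified P. pyralis luciferase (10nM final) in 50mM Tris acetate pH 7.5, 10mM Mg acetate, 0.01% Tween-20, 0.05% BSA with 10uM D-luciferin and 10uM ATP. Compounds titrated qHTS. Luminescence imaged on CCD.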
GPT2 inhibitor: blocks human glutamate pyruvate transaminase 2. actives 0.25% (n = 100,000). Q8TD30. Potency, µM (top dose mostly 57.7 µM), for the others: top-dose activity change, negative = inhibition, most hits filed as inhibitors. Recombinant GPT2, coupled pyruvate oxidase/HRP Amplex Red fluorescence; further: potency means the concentration at half of the fitted maximal effect; nearly all actives have a fitted effect of over 60% in size; many of its hits are not listed in these tables
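Fluorescence read-out: pyruvate from GPT2 turnover coupled to pyruvate oxidase, HRP and Amplex Red (0.2mM ThPP, 0.2U/mL PO and HRP, 50uM Amplex final). Substrates 250uM a-KG, 2mM L-alanine; enzyme 10ng/uL; 30 min RT.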
IP6K1 inh: IP6K1 kinase inhibition; AID 1645851; activity change, % (series mostly up to about 58 µM); Q92551; IP6K1 kinase, ADP-Glo luminescence, 2 h; stronger effect = lower value; actives 0.81% (n = 140,000); in the data active means activity change below about -25%
Target sequence (Q92551 whole entry, looked up): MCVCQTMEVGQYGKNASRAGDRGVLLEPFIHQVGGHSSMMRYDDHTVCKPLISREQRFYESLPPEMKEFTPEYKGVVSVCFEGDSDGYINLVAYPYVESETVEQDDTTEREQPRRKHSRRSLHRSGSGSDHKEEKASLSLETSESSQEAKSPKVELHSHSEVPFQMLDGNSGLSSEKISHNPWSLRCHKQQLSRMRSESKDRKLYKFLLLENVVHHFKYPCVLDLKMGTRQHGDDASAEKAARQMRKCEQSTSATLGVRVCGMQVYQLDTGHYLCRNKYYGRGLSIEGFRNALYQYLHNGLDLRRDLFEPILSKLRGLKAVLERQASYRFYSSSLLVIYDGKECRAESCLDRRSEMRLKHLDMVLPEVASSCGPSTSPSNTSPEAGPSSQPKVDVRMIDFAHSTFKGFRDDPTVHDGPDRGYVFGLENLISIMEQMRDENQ
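ADP-Glo luminescence measures ADP made by human IP6K1 during a 2 h RT reaction with ATP/IP6 (mix at 1.3 mM/130 uM); top library doses 57.5 and 19.1 uM final.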
HEK293 tox: HEK 293 cell cytotoxicity; HEK 293 viability, ATP luminescence (CellTiter-Glo), 48-72 h; Potency, µM (top dose mostly 115 µM), for the others: top-dose activity change, negative = cytotoxicity, most hits filed as inhibitors; actives 6.6% (n = 94,000); further: potency means the concentration at half of the fitted maximal effect; nearly all actives have a fitted effect of over 60% in size
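ATP-coupled CellTiter-Glo luminescence served as viability read-out, recorded 10 min after reagent addition at room temperature. HEK 293 cells, 250 cells/well, had been incubated with pintool-transferred compound for 48 or 72 hr at 37 degree Celsius.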
SNCA viab count: reduces viability of HEK-293 SNCA reporter cells | HEK-293-SNCA-luc viability, GF-AFC fluorescence, 24 h | Potency, µM (doses to about 57.1 µM), for the others: top-dose activity change, negative = cytotoxicity, usual class: cytotoxic | actives 0.12% (n = 150,000);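 further: potency means the concentration at half of the fitted maximal effect; 0% = DMSO-treated cells and -100% = medium-only wells without cells; nearly all actives have a fitted effect of over 30% in size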
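Cytotoxicity counterscreen: after 24 h compound treatment of genome-edited SNCA-luciferase HEK-293 cells, live-cell protease substrate GF-AFC read by fluorescence after 30 min; activity scaled between DMSO (0%) and medium-only (-100%), curves Hill-fitted.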
SNCA expr inhib: SNCA gene expression inhibition | actives 0.17% (n = 140,000) | HEK-293 SNCA-luciferase knock-in, luminescence, 24 h | Potency, µM (series often up to 57.2 µM), for inactives: at the top dose activity change, negative = inhibition, actives largely listed as inhibitors;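 further: potency means the concentration at half of the fitted maximal effect; plate controls were DMSO cells for no effect and cell-free wells for full effect; nearly all actives have a fitted effect of over 45% in size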
NIH3T3 tox: kills NIH 3T3 cells. NIH 3T3 viability, CellTiter-Glo ATP luminescence, 48-72 h. Potency, µM (series often up to 96.7 µM), for inactives: at the top dose activity change, negative = cytotoxicity, actives largely listed as inhibitors. actives 4.3% (n = 94,000). AID 1345082; further: potency means the concentration at half of the fitted maximal effect; nearly all actives have a fitted effect of over 55% in size
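First NIH 3T3 cells are plated at 400 cells/well; next compound is pinned in; then plates incubate 48 or 72 hr at 37 °C; finally CellTiter-Glo is added and luminescence read after 10 min.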
The depositor's hits bear a star; i = inactive; ? = inconclusive; . = not tested or not shown; & = joins results of further samples; ! = repeats disagree; [ ] = remark or other dose. Unless noted, the call rests on the fitted dose curve; in most records, active means well fitted curve in the direction sought with a large enough effect; inconclusive means small, poorly fitted or top-dose-only effect, or another doubt; inactive means no such curve, though single readings can be large; an effect the other way counts as inactive or inconclusive. Unless noted, on the % scale 0 is the no-effect control and ±100 the full control effect. Rows are unselected; about 7.8% have a hit in one of these screens.

SMILES	FLuc inh	GPT2 inhibitor	IP6K1 inh	HEK293 tox	SNCA viab count	SNCA expr inhib	NIH3T3 tox
CCn1cc(-c2ccccc2)cc1C(=O)O	-12%	4%	6	6%	?	31%[activator]	i
CCc1cc(C(=O)N2CCC3(CCC(=O)N(CCc4cnc[nH]4)C3)CC2)cs1	8%	-6%	4	-9%	-2%	9%	-4%
COc1cccc2c1cc1c(=O)n(CC(=O)N3CCN(c4cccc(Cl)c4)CC3)nc(C)n12	.	.	-18	.	2%	-1%	.
CN(C)C(=O)N1CCc2nc(-c3ccc(Cl)cc3)nc(-c3ccccc3)c2C1	2%	i	-7	?	12%	30%	-11%
Cc1cccc(N(CC(=O)NCCSCc2cccc(Cl)c2)S(=O)(=O)c2ccccc2)c1C	.	.	19	.	-21%	-50%	.
Cc1nc(-c2ccc(C(C)N3CCCCC3)cc2)c(C#N)cc1C(=O)O (centres undefined)	1%	3%	5	?	-21%	-17%	-1%
Cc1cccc(CN2CCc3c(n(Cc4cccnc4)n(CCc4ccccc4)c3=O)C2)n1	-14%	i	0	i	3%	-5%	?
COc1ccc([C@@H]2CC(=O)c3c(O)cc(O[C@@H]4O[C@H](CO[C@@H]5O[C@@H](C)[C@H](O)[C@@H](O)[C@@H]5O)[C@@H](O)[C@H](O)[C@@H]4O)cc3O2)cc1O	.	3%&-12%	.	.	1%&-8%	-14%&6%	.
C=CCCOC(=O)N1C[C@@H](CO)[C@@H]2Oc3ccc(Cl)cc3[C@@H]21	.	.	5	?	.	.	?
CCN1C(=O)CCC2(C(=O)NCc3c(C)n[nH]c3C)CCCC=C12 (centres undefined)	-2%	3%	7	-12%	-7%	0%	-20%
O=C(O)CCC(=O)N1Cc2ccccc2CC2(CCCN2Cc2cccnc2)C1 (centres undefined)	.	-8%	-5	i	10%	3%	i
CC1CCC(NC(=O)c2ccc(CN3C(=O)NC4(CCS(=O)(=O)CC4)C3=O)cc2)CC1 (centres undefined)	?	-6%	-3	4%	-5%	59%[activator]	-10%
CNS(=O)(=O)c1ccc(OC)c(-c2nnc3c4ccccc4c(C)nn23)c1	.	.	15	.	14%	19%	.
CC(=O)N1CCCC(c2nn(-c3ccccn3)c(=O)[nH]2)C1 (centres undefined)	.	i	-25*	-1%[172 µM]	4%[87.6 µM]	-16%[87.6 µM]	0%[138 µM]
COc1ccc(CNC(=O)CN(C)S(=O)(=O)c2ccc3nc(C)sc3c2)cc1	.	.	-1	.	6%	2%	.
Cc1ccc(C(=O)N2CCN(c3cc(C(F)(F)F)nc(C)n3)CC2)cc1	4%	i	0	-15%	12%	5%	-21%
O=c1[nH]c(C2CCCN([S+](=O)([O-])c3cccc(C(F)(F)F)c3)C2)nn1-c1cccc(Cl)c1 (centres undefined)	-4%	-13%	16	4%	8%	-23%	-5%
CCC(=O)N1CCc2cc(Br)cc(S(=O)(=O)NCc3cccc(OC)c3)c21	.	.	-18	.	16%	-24%	.
COC(=O)C1=C(C)NC(=O)NC1c1cn(-c2ccccc2)nc1-c1ccc(OC)c(Cl)c1 (centres undefined)	.	.	-7	.	-25%	?	.
COCc1nc(C2CCN(C(=O)c3ccoc3)C2)no1 (centres undefined)	-2%	-4%	-1	i	2%	-17%	2%
Cc1ccc(-c2cn3c(n2)sc2cc(C(=O)NC(C)C45CC6CC(CC(C6)C4)C5)ccc23)cc1 (centres undefined)	.	.	5	.	7%	120%[activator]	.
Cn1nc(C2CCN(C(=O)Cc3ccccc3)CC2)c2c1CCOC2	1%	i	1	5%	2%	-3%	i
Cc1cccc(C)c1C(=O)NC1CC(=O)N(Cc2cccc(F)c2)C1 (centres undefined)	-5%	-1%	7	3%	-1%	-15%	1%
CC(=O)N[C@@H](CCCCN)C(=O)N(C)[C@@H](CC(C)C)C(=O)N[C@H](C(=O)N(C)[C@@H](Cc1ccccc1)C(=O)N[C@H](Cc1ccccc1)C(N)=O)C(C)C	.	-1%[3.85 µM]	-19	.	-1%[5.56 µM]	.	.
Cn1c(=O)c2c(SCC(=O)NCC3CCCO3)nc(-c3ccccc3F)nc2n(C)c1=O (centres undefined)	.	.	10	.	4%	-4%	.
Cc1ccc(C(=O)NC2CCN(c3ccnc4ccnn34)C2)cc1 (centres undefined)	.	1%[88.5 µM]	7	63µM*	4%[87.6 µM]	-11%[87.6 µM]	?
Cc1ccc(NC(=O)Cn2c(=O)nc(-c3ccccc3)c3ccccc32)cc1	.	.	4	.	-6%	37%[activator]	.
O=C(c1cnccn1)N1CCCC1c1nc(C2CCOCC2)no1 (centres undefined)	-6%	4%	4	10%	0%	-8%	2%
Cc1ccc(C(=O)NCC(c2ccc3c(c2)OCO3)N2CCN(c3ccc(F)cc3)CC2)cc1 (centres undefined)	.	.	-4	.	-32%	2%	.
OC(c1cccc(C(F)(F)F)c1)c1nc(Nc2ccc(N3CCOCC3)cc2)n[nH]1 (centres undefined)	35µM*	?	-3	?	-7%[87.6 µM]	11%[87.6 µM]	-16%[138 µM]
COCCNC(=O)CCCN1C(=O)COc2ccc(C(=O)COc3ccc(F)c(Cl)c3)cc21	2%	1%	5	?	1%	-4%	?
Cn1cc(CN2C[C@@H]3C[C@H](C2)c2ccc(NS(=O)(=O)c4cccc(F)c4)c(=O)n2C3)c2ccccc21	3%	i	-16	32µM*	-26%	-30%	13µM*
COc1cccc(N2CCN(S(=O)(=O)c3ccc(-c4cc(C(F)(F)F)on4)s3)CC2)c1	.	.	26	.	2%	11%	.
Cn1cnc(C(=O)N2[C@@H]3CC[C@H]2CC(NC(=O)c2ccc(F)cc2)C3)c1 (some centres undefined)	-3%	-6%	-4	0%	3%	?	-11%
O=C1c2c(nc(COc3cccc(Cl)c3)n2Cc2ccccc2)NCCN1CC1CC1	-17%[172 µM]	-8%[88.5 µM]	-10	100µM*	?	?	?
COCCN1C(=O)CCc2cc(NC(=O)c3ccc(F)cc3)ccc21	?	-13%	18	?	6%	69%[activator]	-19%
COc1ccc(C(=O)Nc2ccc(-c3nnc4n3CCCC4)cc2)cc1	-29%	0%	-3	5%	-8%	-2%	-26%
CCCc1noc(-c2ccn3c(CNC(=O)Cc4ccccc4Cl)nnc3c2)n1	0%	i	41	0%	-5%	9%	-13%
COc1ccc(-c2cc(N3CCC(NC(=O)c4ccccc4C)C3)n[nH]2)cc1 (centres undefined)	-1%	?	7	?	?	6%	-24%
COc1ccccc1OCCNC(=O)C1CCCN(C(=O)c2ccccc2)CCC(=O)NCC1 (centres undefined)	-1%	i	3	i	-1%	14%	0%
Cc1cc2nc3n(c(=O)c2n1CC(=O)Nc1cccc(C#N)c1)CCC3	0%	1%	3	-29%	-1%	10%	-5%
COc1ccc(NC(=O)C2(Cc3ccccc3)CCCCC(=O)N2)c(OC)c1 (centres undefined)	-3%	i	11	?	-13%	-12%	-16%
Cc1ccc(CN2CCC(C3CCN(S(C)(=O)=O)CC3)C2)o1 (centres undefined)	-1%	i	18	-12%	0%[12.5 µM]	-5%	3%
C[S+](=O)([O-])N1CCN(C(=O)c2cccc(-c3ccccn3)c2)CC1	.	2%[88.5 µM]	-10	i	-8%[12.5 µM]	-1%[87.6 µM]	-15%[138 µM]
CNC(=O)c1cnc2c(c1)N(C(=O)Cc1ccc(C(C)C)cc1)CCC2	2%[172 µM]	?	10	?	-7%[87.6 µM]	2%[87.6 µM]	?
c1ccc2c(Cc3nnc([C@H]4CCN(C5CCCCC5)C4)o3)c[nH]c2c1	3%[172 µM]	2%[88.5 µM]	-11	?	-18%[87.6 µM]	4%[87.6 µM]	-27%[138 µM]
O=S(=O)(NCCc1csc2nc(-c3ccc(F)cc3)nn12)c1ccc(Br)cc1	.	.	3	.	-16%	-22%	.
C[C@H]1[C@@H]2[C@@H](O)C([C@H](C)C(=O)NCc3ccccc3)CC[C@@]2(C)CC[C@@H]1NC(=O)c1ccc(C#N)cc1 (some centres undefined)	14%	i	-11	?	-2%	0%	?
O=C(c1ccccc1F)N1CC(c2nnc(-c3ccncc3)o2)C2(CCOCC2)C1 (centres undefined)	-13%	i	13	-6%	4%	-13%	-21%
CS(=O)(=O)N1CCCN(c2cc(C3CC(O)C3)nc(N)n2)CC1 (centres undefined)	1%	i	24	i	-13%	?	-4%
CC(C)NC(=O)C1CCC(=O)N1C1CCN(C(=O)CC(C)(C)C)CC1 (centres undefined)	.	-2%	2	i	6%	-2%	0%
O=C1N[C@@H]2CCN(S(=O)(=O)c3ccccc3)[C@@H]2C(=O)N1c1ccc(F)cc1	-6%[172 µM]	1%[88.5 µM]	-4	-6%[172 µM]	1%[87.6 µM]	6%[87.6 µM]	4%[174 µM]
Cc1ccc(-n2ncc3c(N4CCC(C(N)=O)CC4)ncnc32)cc1	.	.	13	.	0%	26%	.
Cc1ccc(NC(=O)Cn2c(-c3ccccc3)nc(C)cc2=O)c(C)c1	4%	-5%	1	?	-15%	?	?
Cc1nc2ccn(Cc3ccccc3)c(=O)c2cc1C(=O)N1CCN(c2ccccc2F)CC1	.	.	-10	.	-4%	?	.
O=C(c1ccc(N2CC3CC(C2)[C@H]2CCCC(=O)N2C3)nc1)N1CCc2ccccc21 (some centres undefined)	-5%	?	25	?	-8%	8%	i
Cc1cccc(-c2cccc(CN3CCC(NC(=O)c4cccnc4)CC3)c2)c1	.	2%	-1	?	10%	-20%	?
CN1C(=O)CO[C@H]2CN(Cc3ccc(Cl)cc3)C[C@H]21	-13%[230 µM]	i	2	-17%[230 µM]	6%[87.6 µM]	17%[87.6 µM]	?
Cc1coc2c1C(=O)C(=O)c1c-2ccc2c(C)cccc12	.	2.2µM*!	-3	.	?	15%	.
Cc1cccc(-c2noc(CNC(=O)c3ccc(C)cc3C)n2)c1	.	.	-9	.	13%	-9%	.

Record cards, as listed above:
Entry for O=C1N[C@@H]2CCN(S(=O)(=O)c3ccccc3)[C@@H]2C(=O)N1c1ccc(F)cc1 = FLuc inh: -6%[172 µM]; GPT2 inhibitor: 1%[88.5 µM]; IP6K1 inh: -4; HEK293 tox: -6%[172 µM]; SNCA viab count: 1%[87.6 µM]; SNCA expr inhib: 6%[87.6 µM]; NIH3T3 tox: 4%[174 µM]
Entry for CC(=O)N[C@@H](CCCCN)C(=O)N(C)[C@@H](CC(C)C)C(=O)N[C@H](C(=O)N(C)[C@@H](Cc1ccccc1)C(=O)N[C@H](Cc1ccccc1)C(N)=O)C(C)C = FLuc inh: .; GPT2 inhibitor: -1%[3.85 µM]; IP6K1 inh: -19; HEK293 tox: .; SNCA viab count: -1%[5.56 µM]; SNCA expr inhib: .; NIH3T3 tox: .
Entry for COc1ccc(NC(=O)C2(Cc3ccccc3)CCCCC(=O)N2)c(OC)c1 (centres undefined) = FLuc inh: -3%; GPT2 inhibitor: i; IP6K1 inh: 11; HEK293 tox: ?; SNCA viab count: -13%; SNCA expr inhib: -12%; NIH3T3 tox: -16%

Screens: PubChem BioAssay, National Center for Advancing Translational Sciences (NCATS)
